D1 potentiator = Potentiators of Human D1 Dopamine Receptor: qHTS; D(1A) dopamine receptor (Homo sapiens), P21728; HEK293 TREx D1 cells, calcium flux, dopamine EC20 potentiation; potentiation, % at 10 µM; 360,000 tested, 0.036% active; AID 504651, 2011; in the data active means potentiation above about 30%; further: 0% is about no effect
Target sequence (P21728 whole entry, looked up): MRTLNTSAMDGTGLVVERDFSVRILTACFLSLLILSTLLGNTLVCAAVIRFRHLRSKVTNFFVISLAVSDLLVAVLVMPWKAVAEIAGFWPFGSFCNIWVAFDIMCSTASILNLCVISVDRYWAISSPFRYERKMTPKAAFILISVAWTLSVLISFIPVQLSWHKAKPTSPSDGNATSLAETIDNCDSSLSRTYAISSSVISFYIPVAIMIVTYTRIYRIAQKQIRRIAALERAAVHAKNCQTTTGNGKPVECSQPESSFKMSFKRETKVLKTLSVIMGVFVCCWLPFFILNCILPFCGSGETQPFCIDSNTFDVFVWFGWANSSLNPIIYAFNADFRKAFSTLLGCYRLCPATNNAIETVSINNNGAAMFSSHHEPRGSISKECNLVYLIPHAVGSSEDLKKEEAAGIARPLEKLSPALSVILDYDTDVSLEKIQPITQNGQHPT
D1 antagonist = Antagonist of Human D 1 Dopamine Receptor: qHTS; D(1A) dopamine receptor (Homo sapiens), P21728; 360,000 tested, 3.2% active; activity change, negative = inhibition, % at 10 µM; HEK293 TREx D1 cells, calcium flux, dopamine EC80; stronger effect = lower value; in the data active means activity change below about -30%; further: on the % scale 0 is the no-effect control and ±100 the full control effect
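HEK293 T-REx cells expressing inducible, force-coupled D1 receptor; no-wash Ca dye, 30–90 min RT. Cmpd → 180 s read at 1 Hz → EC80 DA → 180 s read.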
D1 ag = Allosteric Agonists of the Human D1 Dopamine Receptor: qHTS. HEK293 T-REx D1 cells, calcium flux, agonist mode. activation, % at 2 µM. 360,000 tested, 1% active. AID 504660, 2011; further: 0% is about no effect
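Agonism was scored from calcium flux recorded over 180 s (1 read/s) after pintool compound addition, following a 10-cycle baseline. Cells were inducible force-coupled HEK293 TREx D1, plated overnight at 30 C and loaded with no-wash calcium dye.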
D2 potentiator = HTS Assay for Positive Allosteric Modulators of the Human D2 Dopamine Receptor: Primary Screen for Potentiators; D(2) dopamine receptor (Homo sapiens), P14416; HEK293 T-REx D2, calcium flux, EC20 dopamine potentiation; potentiation, % at 10 µM; 340,000 tested, 0.34% active; AID 485347, 2010;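 active means potentiation over 3 SD above the plate norm, cut at about 30% in these data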; further: 0% is about no effect
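Using a no-wash calcium dye in inducible, force-coupled HEK293 Trex cells expressing D2, we tracked fluorescence each second for 180 s after compound, then for 180 s after EC20 dopamine to detect augmented signalling.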
TRHR enhancer = qHTS for Small Molecule Agonists and Allosteric Enhancers of Human TRH Receptor: Primary Screen for Enhancers. TRHR cells, fluo-8 calcium fluorescence, EC20 TRH enhancement. AID 493056, 2011. enhancement, % at 2 µM. 360,000 tested, 0.66% active. Thyrotropin-releasing hormone receptor (Homo sapiens), P34981; in the data active means enhancement above about 30%; further: 0% is about no effect
Target sequence (P34981 whole entry, looked up): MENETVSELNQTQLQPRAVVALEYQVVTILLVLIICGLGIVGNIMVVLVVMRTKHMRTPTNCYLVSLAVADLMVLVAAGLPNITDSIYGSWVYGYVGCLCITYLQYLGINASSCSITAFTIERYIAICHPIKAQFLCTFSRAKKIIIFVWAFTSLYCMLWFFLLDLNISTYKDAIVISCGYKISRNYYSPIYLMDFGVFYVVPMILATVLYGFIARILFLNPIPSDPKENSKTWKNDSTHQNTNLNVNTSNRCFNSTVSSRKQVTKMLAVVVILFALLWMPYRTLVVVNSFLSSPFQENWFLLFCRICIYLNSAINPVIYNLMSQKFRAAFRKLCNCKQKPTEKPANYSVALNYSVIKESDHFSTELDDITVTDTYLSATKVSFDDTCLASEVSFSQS
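TRHR-expressing cells loaded with fluo-8 calcium dye were read kinetically (ex 480/em 530) during compound addition, then stimulated with an EC20 of TRH (10 nM final). Enhancement of the Gq-mediated intracellular calcium response was scored.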
D2 antagonist = HTS Assay for Allosteric Antagonists of the Human D2 Dopamine Receptor: Primary Screen for Antagonists. D(2) dopamine receptor (Homo sapiens), P14416. HEK293 TREx D2 cells, calcium flux, dopamine EC80. inhibition, % at 10 µM. 340,000 tested, 2% active; in the data active means inhibition above about 30%; further: 0% is about no effect
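In this primary screen, negative modulation is detected by tracking calcium flux after an EC80 dopamine challenge in inducible HEK293 T-REx D2 cells preexposed to test compound for 180 s.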
RXFP1 antagonist = qHTS Assay for Antagonists of the Relaxin Receptor RXFP1 | Relaxin receptor 1 (Homo sapiens), Q9HBX9 | HEK293-RXFP1, relaxin-stimulated cAMP HTRF, 30 min; stronger effect = lower value | activity change, negative = inhibition, % at 57.5 µM | 350,000 tested, 0.59% active | AID 1259400, 2018;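 active means activity change of -60% or lower, but not beyond a set lower limit; inconclusive means change between -60% and -40%, or beyond the set limit; inactive means change above -40%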; further: on the % scale 0 is the no-effect control and ±100 the full control effect
D2 ag = HTS Assay for Allosteric Agonists of the Human D2 Dopamine Receptor: Primary Screen for Agonists | D(2) dopamine receptor (Homo sapiens), P14416 | HEK293 T-REx D2 cells, calcium flux agonist mode | activation, % at 2 µM | 340,000 tested, 0.53% active | AID 485358, 2010;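 active means activation over 3 SD above normal in the single-dose calcium agonist read, cut at about 30% in these data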; further: 0% is about no effect
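Agonism is scored from calcium flux in a force-coupled, inducible HEK293 cell line expressing D2, read kinetically for 180 s after compound addition against dopamine controls.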
TRHR ag = qHTS for Small Molecule Agonists and Allosteric Enhancers of Human TRH Receptor: Primary Screen for Agonists; Thyrotropin-releasing hormone receptor (Homo sapiens), P34981; TRHR cells, calcium flux fluo-8, FDSS agonist mode; activation, % at 2 µM; 360,000 tested, 0.18% active; AID 493084, 2011; further: 0% is about no effect
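TRHR-expressing cells loaded with fluo-8 calcium dye; 23 nL library compound pin-transferred, kinetic FDSS fluorescence (Ex 480/Em 530) recorded about 180 s for agonist-induced calcium release, before a 10 nM TRH EC20 addition for potentiator mode.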
An asterisk follows results filed as active; ? = inconclusive; · = not tested or not shown. Unless noted, no stated cut-off is given here; in the data, active means activation above about 30%; inactive means the rest.

SMILES	D1 potentiator	D1 antagonist	D1 ag	D2 potentiator	TRHR enhancer	D2 antagonist	RXFP1 antagonist	D2 ag	TRHR ag
Cc1ccc(NC(=O)c2ccc(Cl)c(N3C(=O)CCC3=O)c2)cc1	0	1	1	-14	-4	6	-8	-0.4	0.4
COc1ccccc1NC(=S)N1CCC(c2nc3cc(C)c(C)cc3[nH]2)CC1	-7	5	-3	0	2	-14	-18	0.3	0.7
CN(C)c1ccc(C(=O)NN2C(=O)c3ccccc3C2=O)cc1	-4	-32*	0	-4	0	5	2	-0.1	0.4
O=C(O)CC(Cn1[nH]nnc1=S)c1ccccc1 (stereo not drawn)	2	-11	3	-10	-16	15	-11	0.3	0.5
CCOC(=O)N1CCN(c2c(NCc3ccc(N(C)C)cc3)c(=O)c2=O)CC1	-3	-1	2	16	29	10	·	-0.4	0.0
O=C(COC(=O)C1CCC1)NCCc1ccc(Cl)cc1Cl	-4	2	2	9	-2	-8	-5	3.8	2.0
Cc1ccc(C)c(Nc2cc(C)nc3ncnn23)c1	-14	7	1	-2	-2	·	3	·	0.3
CCNC(=O)CCc1nc(-c2ccc(C(C)(C)C)cc2)no1	-4	-3	7	10	0	-3	-5	0.0	-0.3
CSCCC(NC(=O)c1ccc(Cl)cc1)C(=O)OCC(=O)Nc1cc(Cl)ccc1C#N (stereo not drawn)	4	-6	4	-1	3	-3	38	1.6	0.2
O=c1c2c3c(sc2nc(N2CCNCC2)n1CCc1ccccc1)CCCCC3	4	9	9	10	-1	-9	19	-1.3	-1.3
Cc1ccc2nc(SCC(=O)N3CCC(C)CC3)nc(=O)n2c1	2	5	4	15	-16	2	2	-1.2	-0.2
COc1ccc(C)cc1Nc1n[n+](-c2ccccc2)c(-c2c(OC)ccc3ccccc23)s1	-13	-91*	46*	-27	6	8	·	0.0	0.0
Cc1ccc(NS(=O)(=O)c2cccc(C(=O)NCCc3c[nH]c4ccccc34)c2)c(C)c1	-2	-17	3	0	0	4	-10	-1.2	-0.6
CC(=O)c1ccc(N2CCN(c3ncnc4c3c(-c3ccccc3)cn4-c3ccc(Cl)cc3)CC2)cc1	0	10	-2	7	-1	·	6	·	0.0
CCCCSc1nc(O)cc(=O)n1CC	-2	-9	38*	-4	5	-17	-4	3.3	1.8
O=c1c2ccccc2cnn1Cc1ccc(Cl)c(Cl)c1	4	0	-2	27	3	-12	-11	-0.8	0.2
NS(=O)(=O)c1ccc(CNC(=O)C(c2ccccc2)c2ccccc2)cc1	-4	1	2	-7	-4	5	-10	-0.6	-0.2
O=C(CSCc1cnn(-c2ccccc2)c1-n1cccc1)NCc1ccc(Cl)cc1	-1	6	4	-4	-8	·	5	-1.8	-0.2
O=C(O)c1ccc(N2C(=O)CSC2c2cccc([N+](=O)[O-])c2)cc1 (stereo not drawn)	-7	-13	3	-6	-2	-6	2	-0.3	-0.1
CC(C)n1c(SCC(=O)NC2CC2)nnc1C1CC1	2	0	1	-1	-3	10	2	0.0	0.8
O=C(NNC(=O)c1ccccc1-n1cccc1)c1ccc(Cl)c(Cl)c1	5	-5	2	·	-2	·	-10	·	-0.3
O=C(COc1ccccc1)Nc1c2c(nn1-c1ccccc1)CS(=O)(=O)C2	-2	7	0	-5	-2	30	3	0.7	0.6
Cc1cccc(-c2nc3c(c(SCC(=O)N(C)C)n2)CCCC3)c1	-4	9	0	9	1	0	-13	-0.7	-0.4
CCN(CC)S(=O)(=O)c1ccc(N2CCOCC2)c(NCC(=O)Nc2ccc(F)cc2)c1	-5	-22	3	-8	-4	-3	5	-0.3	-0.7
CC1=C(C(=O)OC(C)(C)C)C(c2ccc3ccccc3c2)NC(=O)N1C (stereo not drawn)	-4	-11	0	5	5	-1	-22	-2.7	1.4
(cont.)
SMILES	D1 potentiator	D1 antagonist	D1 ag	D2 potentiator	TRHR enhancer	D2 antagonist	RXFP1 antagonist	D2 ag	TRHR ag
Cn1nnnc1SCC(=O)c1c(N)n(C2CC2)c(=O)[nH]c1=O	5	18	2	-4	7	-8	-8	0.0	0.8
CCCCn1c(=O)c2c(c3ccccc31)OCC(=O)N2	-3	-3	0	·	2	·	·	·	-0.2
Cc1cc2nc3c(c(C(F)(F)F)n2n1)CCCC3	0	-8	3	4	2	1	-5	-0.1	-0.1
Cc1nn(Cc2ccccc2)c2c1C(c1cccnc1)C(C#N)=C(N)O2 (stereo not drawn)	-4	-5	2	5	2	9	-2	0.0	-0.7
Cc1cc2c3c(ccc(C)c3n1)N=CN2c1ccccc1	-11	-23	2	-5	-5	-7	-1	-0.6	-1.5
CCN=C1S/C(=C\c2sccc2C)C(=O)N1CC	-4	-18	1	-2	12	-2	-19	0.8	0.3
CCN1CCN(Cc2ccc(NC(=O)c3ccc(C)c(NC(=O)c4nccn4C)c3)cc2C(F)(F)F)CC1	0	1	3	3	10	-13	·	0.3	0.4
CCOC(=O)c1sc(NC(=O)c2ccc(S(=O)(=O)N(CC)CC)cc2)nc1C	-2	-7	1	14	14	8	5	1.0	-1.3
NS(=O)(=O)c1ccc(NC(=O)Nc2ccc(Cl)cc2)cc1	-5	-11	4	5	1	-10	1	0.1	-0.6
CC(C)CNC(=O)NC1C(NC(=O)NCC(C)C)N(C)C(=O)N1C (stereo not drawn)	-6	1	2	-4	5	-3	0	1.6	0.6
Cc1c(NC(=O)Nc2cccc([N+](=O)[O-])c2)c(=O)n(-c2ccccc2)n1C	-1	-4	0	-3	3	3	0	0.2	0.6
O=C1NC2(CCCCC2)C(=O)N1Cc1cccc(C(F)(F)F)c1	-3	-7	4	·	24	1	-4	-0.6	2.2
CCn1c(=O)cc(SCC(=O)N(C)Cc2ccccc2)c2ccccc21	5	2	2	9	2	-4	31	-3.5	0.3
CCOc1ccc(C(=O)Nc2ccc3nc(SCCOc4ccccc4)sc3c2)cc1	1	0	2	4	-1	·	·	1.3	0.3
CN1CCN(C(=O)c2cc3cc(Cl)ccc3[nH]2)CC1	4	9	7	-3	-4	-1	3	-0.4	1.1
Cc1ccccc1C1C(C#N)=C2N=C(N)c3c(sc4c3CCCCC4)N2C2=C1C(=O)CCC2 (stereo not drawn)	-2	-42*	2	16	5	5	-5	0.0	4.0
C=Cc1ccc(Cn2c(=O)n(CCCOC)c(=O)c3sccc32)cc1	-4	-26	9	-1	0	8	1	12	0.8
O=C(CSc1nc2ccccc2n1Cc1ccc(Cl)cc1)N/N=C/c1ccccc1C(=O)O	-1	-7	-1	·	-6	·	-9	·	-0.1
CC(OC(=O)C(NC(=O)c1ccco1)C(C)C)C(=O)Nc1ncc(Cl)cc1Cl (stereo not drawn)	2	2	2	2	2	-21	-3	0.7	0.2
COc1ccccc1CNC(=O)C1CCN(S(=O)(=O)c2ccc3c(c2)CC(C)N3C(C)=O)CC1 (stereo not drawn)	-6	4	0	22	4	-7	-4	0.0	-0.5
NC(=O)c1ccccc1NC(=O)CCc1ccccc1	-6	-8	1	-2	-3	-11	2	-0.5	0.4
COc1ccc(NC(=O)CN(C)CC(=O)NC2CCCCC2C)cc1 (stereo not drawn)	-5	15	0	-6	2	1	-2	0.1	-0.1
Cc1ccc(O)c(CP(=O)(c2ccccc2)c2ccccc2)c1	-4	-16	7	-7	2	-5	-7	0.6	0.5
C=CCn1c(SCc2c(C(=O)OC)sc(N)c2C(=O)OC)nnc1-c1ccc(Br)cc1	0	-11	16	20	-4	6	-8	0.7	-1.0
COc1ccc(CCNC(=O)COc2ccc(S(=O)(=O)NC3CCCCC3)cc2Cl)cc1OC	-1	-2	2	2	-1	6	11	-1.1	-0.1

Entries listed so far that bear a hit mark in D1 antagonist.
compound	D1 potentiator	D1 antagonist	D1 ag	D2 potentiator	TRHR enhancer	D2 antagonist	RXFP1 antagonist	TRHR ag
CN(C)c1ccc(C(=O)NN2C(=O)c3ccccc3C2=O)cc1	-4	-32*	0	-4	0	5	2	0.4
COc1ccc(C)cc1Nc1n[n+](-c2ccccc2)c(-c2c(OC)ccc3ccccc23)s1	-13	-91*	46*	-27	6	8	·	0.0
Cc1ccccc1C1C(C#N)=C2N=C(N)c3c(sc4c3CCCCC4)N2C2=C1C(=O)CCC2 (stereo not drawn)	-2	-42*	2	16	5	5	-5	4.0

Next part.
SMILES	D1 potentiator	D1 antagonist	D1 ag	D2 potentiator	TRHR enhancer	D2 antagonist	RXFP1 antagonist	D2 ag	TRHR ag
[S-]C(=Nc1ccc(Cl)cc1)N[n+]1ccccc1	-6	-4	11	13	-9	62*	·	-2.4	-2.0
O=C(COC(=O)CC1Sc2ccccc2NC1=O)NCc1ccccc1 (stereo not drawn)	-4	2	37*	5	7	8	-11	0.7	0.1
CCCCCCCCNC(=O)CC(NS(=O)(=O)c1ccc(NC(C)=O)cc1)C(C)C (stereo not drawn)	6	1	9	-6	2	10	-5	-1.9	-1.1
CCOc1ncccc1C(=O)N1CCN(C(c2ccccc2)c2ccccc2)CC1	3	10	2	-1	4	-4	?	1.9	-0.9
COc1ccc(CCn2nnnc2C(c2ccccc2)N2CCN(C)CC2)cc1OC (stereo not drawn)	7	-3	1	2	-2	11	-16	1.1	0.1
O=C(Nc1ccc2c(c1)OCO2)c1cc(-c2ccc(O)cc2)on1	-5	-12	2	-10	0	14	-34	-0.1	-0.7
CC1(C)Cc2nc3nc(SCC(=O)NCc4ccccc4)n(-c4ccccc4)c(=O)c3cc2CO1	-4	-2	-1	11	1	-6	·	0.3	-1.6
Cc1onc(-c2ccccc2)c1-c1nnc(COC(=O)c2ccc(O)cc2)o1	-13	-17	5	-6	3	8	-17	-1.4	0.2
Cc1ccc(CNC(=O)c2cc(S(=O)(=O)N3CCCCCC3)cn2C)cc1	-4	4	6	-4	1	·	·	-0.5	0.1
Cc1ccc(CNS(=O)(=O)c2ccc3c(c2)CCN3C(=O)C2CCC2)cc1	-5	-30	12	9	-8	15	12	0.6	0.8
O=C(NCc1ccco1)c1csc2c1CCCCC2	0	-33*	1	-15	-4	4	9	-3.3	-0.6
CNC(=O)c1ccc(NC(=O)Cc2ccc(S(=O)(=O)N3CCOCC3)s2)cc1	3	4	3	-4	-3	-7	2	-0.4	0.8
CNC(=O)c1c(Cl)cnn1-c1ccccc1	-4	-1	3	11	-10	3	4	-1.5	0.2
COc1ccc(CN2CC(=O)N(c3cc(Cl)ccc3OC)C2=S)cc1OC	-7	-10	20	-3	-1	-1	2	-0.9	-0.4
